E-sel inducer = E-selectin induction in HUVECs, primary screen, imaging, HUVEC, immunofluorescence imaging, single point. P16581. normalized: neutral wells 0, TNF-alpha wells 100. activation, % at 7.58 µM. 0.37% of 260,000 active. AID 686992, 2013;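 active = mean E-selectin-positive cell signal at least 10% of the positive control, reached in at least 60% of replicates, without over 20% cell loss; inconclusive = no rule given, readout overlaps actives, possibly toxicity-flagged; inactive = the rest, including those meeting only one limit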;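 note: in these data hits start at about 27%; measured in HUVEC primary endothelial cells; signal is the percent of cells scored E-selectin positive by PE staining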
Target sequence (P16581 whole entry, looked up): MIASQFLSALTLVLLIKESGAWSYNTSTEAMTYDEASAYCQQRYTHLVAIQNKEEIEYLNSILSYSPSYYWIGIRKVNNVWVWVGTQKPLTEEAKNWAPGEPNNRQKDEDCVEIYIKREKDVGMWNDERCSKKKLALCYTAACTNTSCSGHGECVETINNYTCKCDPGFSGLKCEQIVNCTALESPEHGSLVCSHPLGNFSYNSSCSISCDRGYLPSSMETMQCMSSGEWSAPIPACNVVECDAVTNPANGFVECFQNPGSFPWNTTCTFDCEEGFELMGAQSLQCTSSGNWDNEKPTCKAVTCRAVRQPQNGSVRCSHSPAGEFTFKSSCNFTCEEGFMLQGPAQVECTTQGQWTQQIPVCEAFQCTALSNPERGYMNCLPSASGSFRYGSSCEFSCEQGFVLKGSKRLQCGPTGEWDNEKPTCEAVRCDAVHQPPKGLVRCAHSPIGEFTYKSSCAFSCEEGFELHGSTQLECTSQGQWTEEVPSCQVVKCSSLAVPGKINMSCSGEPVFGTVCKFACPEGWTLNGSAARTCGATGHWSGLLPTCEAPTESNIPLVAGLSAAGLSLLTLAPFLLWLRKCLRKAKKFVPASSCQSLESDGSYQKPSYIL
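assay system = HUVEC, human umbilical vein endothelial cells | input = 3,000 HUVEC seeded per well | medium = EGM-2 growth medium on 0.1% gelatin-coated wells | dosing = one compound dose added by pin transfer | signal = immunofluorescence imaging | read-out basis = % PE-positive cells | control set = TNF-alpha, DMSO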
RAD54 inh = inhibitors of human RAD54 branch migration, primary screen, biochemical, fluorescence, single point | DNA repair and recombination protein RAD54-like (Homo sapiens), Q92698 | RAD54 Holliday junction branch migration, FAM/BHQ fluorescence | inhibition, % at 10.4 µM | 0.14% of 360,000 active;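 active = mean normalized replicate activity at least 40 and at least half of replicates scoring 40 or more; inconclusive = only one of the two criteria met; inactive = mean below 40 and under half of replicates reaching 40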;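 note: 0% = median of neutral control wells and 100% = median of positive control wells; inhibitors cause a drop in the FAM fluorescence signal; in these data hits start at about 50%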
RAD52 anneal inh = RAD52 DNA annealing inhibitors, primary screen, biochemical, FRET, single point, set 2; 0.46% of 360,000 active; AID 651710, 2012; recombinant RAD52 DNA annealing, FRET fluorescence; inhibition, % at 18.7 µM;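 active = every replicate showing at least 50% inhibition; inconclusive = mean inhibition at least 50% but not in every replicate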
Target sequence (P43351 whole entry, looked up): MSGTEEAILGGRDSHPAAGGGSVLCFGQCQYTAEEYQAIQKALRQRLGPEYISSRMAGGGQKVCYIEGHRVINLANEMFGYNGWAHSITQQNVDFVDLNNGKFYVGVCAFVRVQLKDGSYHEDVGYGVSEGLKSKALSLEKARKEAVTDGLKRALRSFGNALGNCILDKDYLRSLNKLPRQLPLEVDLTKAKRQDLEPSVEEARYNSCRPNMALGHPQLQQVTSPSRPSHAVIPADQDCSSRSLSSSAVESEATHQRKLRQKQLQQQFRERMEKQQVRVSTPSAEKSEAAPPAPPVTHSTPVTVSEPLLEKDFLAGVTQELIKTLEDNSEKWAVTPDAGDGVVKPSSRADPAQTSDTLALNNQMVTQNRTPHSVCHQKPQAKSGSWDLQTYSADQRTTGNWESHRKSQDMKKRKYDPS
GSIS activator = GLuc luminescence reporter in INS-1E cells, primary screen for activators of glucose-dependent secretion of insulin; INS-1E GLuc reporter insulin secretion, 2-3 h; activation, % at 16.6 µM; 0.61% of 370,000 active; AID 743287, 2014;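 active = lowest replicate activation of at least 40%, so every replicate reaches that level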;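 note: 0% = median of neutral control wells and 100% = median of IBMX positive control wells; some compounds called inactive have numbers as strong as hits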
F508del corr = F508del CFTR correction, initial screen, CFBE line, single point. activity (quench increase), % at 7.58 µM. 0.36% of 350,000 active. AID 720511, 2013. CFBE cells, YFP halide quenching; stimulated with forskolin plus potentiator P3; % fluorescence drop versus neutral controls;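 active = mean added fluorescence quench of at least 8% versus neutral control, with both replicates also reaching 8%; inconclusive = only one of the mean or replicate conditions met; inactive = mean below 8% and not both replicates reaching 8%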;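 note: cells transiently co-express mutant CFTR-F508del with the halide-sensitive YFP; corrector assay measuring rescue of mutant channel to the surface after 24 h compound exposure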
CASP6 VEID inh = human caspase-6 inhibitors, primary screen, biochemical, VEID-R110 fluorescence, single point, set 2; P55212; purified caspase-6, Z-VEID-R110 cleavage fluorescence; inhibition, % at 12.5 µM; 0.53% of 350,000 active;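 active = mean inhibition across replicates at least about 35%, with every replicate also reaching that limit, limit read from the data; inconclusive = only one of the two criteria met; inactive = neither criterion met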;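 note: 0% = median of neutral control wells and 100% = no fluorescence left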
Xi reactivation = activators of inactive X chromosome reactivation, primary screen, imaging, XiGFP fibroblasts, GFP high-content imaging, set 2. XiGFP mouse fibroblasts, % GFP-positive cells imaging, 3 d; cells co-treated with 5-aza-dC sensitizer; scaled so ellipticine positive control = 100%. 0.055% of 360,000 active. activation, % at 7.58 µM;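 active = mean normalized replicate activation at least 10% and every replicate at or above 10%; inconclusive = only one of the two criteria met; inactive = mean below 10% and not all replicates reach 10%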;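 note: 0% = median of on-plate neutral control wells and 100% = ellipticine 6 µM median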
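Material: XiGFP fibroblasts, SV40-immortalized; Buffer or medium: DMEM containing 5-aza-dC; Compound dosing: single point; Times: 3 days compound exposure.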
DENV2 CPE = inhibitors of DENV2 cytopathic effect, primary screen, cell-based, plate reader, single concentration | DENV2-infected cells, cytopathic effect rescue | CPE inhibition, % at 9.99 µM | 1.7% of 350,000 active | AID 651640, 2012; in the data active = CPE inhibition above about 20%, passing the limit was not always enough; inconclusive = no clear call, values can overlap the other calls; tested in BHK-21 cells;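 note: 0% = median of neutral control wells and 100% = median of positive control wells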
The depositor's hits bear a star; u = inconclusive; x = not tested or not shown; & = joins results of further samples; ! = not active in a repeat. Outcome played no part in choosing rows, and some 3.7% of all compounds hit somewhere here.

Each structure is followed by: E-sel inducer	RAD54 inh	RAD52 anneal inh	GSIS activator	F508del corr	CASP6 VEID inh	Xi reactivation	DENV2 CPE
1: O=C(COC(=O)Cn1nnc2ccccc21)NC1CCCC1
 : 2.0	-3	3	10	0.3	0	0.0	-5
2: C(=N\Nc1ccc2nncn2n1)/c1ccccn1
 : -0.4	1	-10	x	2.2	1	0.2	-18
3: COC(=O)Cn1nnc(N2CCOCC2)n1
 : 0.1	-9	-13	17	0.9	2	0.0	u
4: Cc1ccc(S(=O)(=O)Nc2ccc3c(c2)CC(=O)N([C@H](C)CO)C[C@@H](C)[C@H](CN(C)Cc2ccc(Oc4ccccc4)cc2)O3)cc1
 : -0.3	-3	1	5	2.9	0	-0.3	59*
5: Cc1cc(/C=c2\sc3nc4ccccc4n3c2=O)c(C)n1-c1ccc(C(=O)O)cc1
 : x	x	-44	-3	2.7	16	0.0	3
6: COCC(=O)N(C)C[C@H]1Oc2ncc(C#C[C@@H](C)O)cc2C(=O)N([C@H](C)CO)C[C@@H]1C
 : -0.7	-4	-5	11	-0.3	5	0.7	-1
7: Cc1ccc(NC(=O)c2ccc3nccnc3c2)c(C)c1
 : 0.1	-3	-11	13	1.5	-3	0.0	u
8: Cc1ccc(S(=O)(=O)N2CCN(CC(=O)N/N=C\c3ccncc3)CC2)cc1
 : u	0	-3	13	0.3	-1	-0.1	7
9: COc1ccc(CN2C(=NC(=O)CCc3ccccc3)SC3CS(=O)(=O)CC32)cc1 (centres undefined)
 : x	4	-8	-2	0.4	5	0.0	-1
10: C[C@@H]1CN([C@@H](C)CO)C(=O)c2cc(Br)cnc2O[C@H]1CN(C)C(=O)Nc1ccccc1
 : -0.2	5&-7&-10	-17&5&4	-10	0.3&1.3&0.4	-3&-2&0	0.3&-0.9	0&-6&-8
11: Cc1cc(CN(C)C(=O)CCc2nnc(Cc3cccc(C(F)(F)F)c3)o2)on1
 : x	x	-4	-3	-2.7	1	0.0	12
12: C[C@H]1CN([C@@H](C)CO)C(=O)c2cccc(NC(=O)c3ccncc3)c2O[C@@H]1CN(C)S(=O)(=O)c1cn(C)cn1
 : -1.6	-4	-12	0	-1.3	4	0.1	-2
13: Cc1oc2cc(OCc3cnn(-c4ccccc4)c3)ccc2c(=O)c1Oc1ccccc1F
 : x	0	-12	40	x	-2	0.2	-3
14: Cc1csc(-c2nc3ccccc3n2C(C(=O)NC(C)(C)C)c2cc3ccccc3o2)c1 (centres undefined)
 : -0.2	x	-20	-3	0.6	1	0.0	-3
15: Cc1ccc(S(=O)(=O)N2C[C@@H](C)[C@]3(C2)[C@H](O)[C@H](OC(=O)NCc2ccccc2F)C[C@H]2C(=O)N(c4ccccc4)C(=O)[C@H]23)cc1
 : 0.2	0	-18	-14	-2.8	-3	0.5	-2
16: CSc1cccc(NC(=O)NCc2cccc(CNC(=O)Nc3cccc(SC)c3)c2)c1
 : 13	x	-1	4	-3.5	3	0.0	-8
17: C[C@H](CO)N1C[C@H](C)[C@H](CN(C)Cc2ccc(C(F)(F)F)cc2)Oc2c(NS(=O)(=O)c3cn(C)cn3)cccc2C1=O
 : -11	3	-12	6	0.7	-1	-0.1	1
18: Cc1cccc(C)c1NC(=S)N(Cc1cccs1)C1CCCC1
 : 1.0	x	-21	-1	-4.9	3	0.0	-1
19: CO[C@H]1CN(C)C(=O)c2ccc(NC(=O)NC(C)C)cc2OC[C@H](C)N(C(=O)CN(C)C)C[C@H]1C
 : 0.5	-1	7	13	-1.1	3	0.5	-14
20: Cc1cnc(C(=O)OCC(=O)c2ccc(Cl)cc2)cn1
 : 0.4	-2	-13	18	-2.0	4	0.2	2
21: COc1ccc(C2=Nc3ccccc3N(C(=O)c3ccc(C(F)(F)F)cc3)C2C(=O)Nc2c(C)cccc2C)cc1 (centres undefined)
 : 0.0	x	-36	-2	-2.5	-4	0.0	-9
22: O=C(Nc1cc(S(=O)(=O)N2CCCCC2)ccc1Cl)C1COc2ccccc2O1 (centres undefined)
 : x	7	-9	-17	2.3	-1	0.0	11
23: Cc1nc(SCC(=O)Nc2c(C)n(C)n(-c3ccccc3)c2=O)c(C#N)c(C)c1C
 : 0.5	-5	-13	-9	0.8	4	0.0	-3
24: COC(=O)C[C@@H]1C[C@H]2c3cc(NC(=O)CC4CC4)ccc3O[C@H]2[C@@H](CO)O1
 : -0.1&0.2	-1	-5&2	5&9	3.2&-1.9	-2&1	0.1&0.3	24*!
25: Cc1nn(-c2ccccc2)c(N)c1C1(O)C(=O)Nc2ccccc21 (centres undefined)
 : 9.3	x	-12	-11	-2.3	2	0.0	-3
26: Cc1noc(C)c1S(=O)(=O)N(C)C[C@@H]1OCCCC[C@@H](C)Oc2ccc(NC(=O)NC(C)C)cc2C(=O)N([C@H](C)CO)C[C@H]1C
 : x	-2	2	-8	0.3	3	-0.1	-8
27: COCC(=O)Nc1ccc2c(c1)C(=O)N(C)C[C@@H](OC)[C@H](C)CN(Cc1cccc(F)c1)[C@@H](C)CO2
 : -0.3	-2	5	-4	-0.4	2	0.1	-16
28: O=C(Nc1cccc(Cl)c1Cl)c1ccco1
 : 0.0	-2	32	6	-0.6	0	0.1	5
29: CC(C)CN(Cc1c(O)ccc2ccccc12)CC(C)C
 : -0.8	x	-24	-6	1.2	x	0.0	1
30: C[C@H]1CN([C@@H](C)CO)C(=O)Cc2cc(NC(=O)Nc3ccc(C(F)(F)F)cc3)ccc2O[C@H]1CN(C)S(=O)(=O)c1ccc(F)cc1
 : 0.0	x	x	-6	7.3	x	0.5	x
31: COc1ccc(CCNC(=O)COc2ccc(C)nc2[N+](=O)[O-])cc1
 : x	x	-13	-1	-3.1	6	0.0	0
32: COc1cc([N+](=O)[O-])ccc1NC(=O)CSc1nc2ccccc2n1-c1ccccc1
 : x	x	-17	x	-2.5	2	0.0	1
33: CCCC#Cc1ccc([C@H]2[C@@H](C#N)N(C(=O)CN3CCOCC3)[C@@H]2CO)cc1
 : -0.1	-3	-28	-1	0.3	-1	0.0	2
34: Cc1ccc(CNC(=O)c2ccc(Cl)c(S(=O)(=O)N3CCCCC3)c2)cc1
 : -0.8	10	0	-26	-1.2	-2	0.1	-10
35: CCOC(=O)C1(C)CCN1C(=O)c1ccc(N(C)C)cc1 (centres undefined)
 : 2.4	1	-4	-8	-4.4	-2	-0.1	7
36: C/C(=C\c1ccc(C)o1)C(=O)c1c(C)cc(C)[nH]c1=O
 : x	2	-25	22	0.8	8	0.0	4
37: CN(C)C(=O)c1ccc(-c2ccc3c(c2)[C@H]2[C@H](CCN2C(=O)c2cnccn2)[C@@H](CO)N3)cc1
 : 0.7	1	-10	4	2.2	-1	0.0	5
38: Cc1cccc(C)c1NC(=O)CN1CCc2ccccc2C1
 : 0.1	-17	-9	-9	1.1	1	0.1	0
39: CN(C)C(=O)CSc1nc(-c2cccs2)c(-c2cccs2)[nH]1
 : 0.6	-17	-12	0	-1.3	0	-0.1	-3
40: C[C@H](CO)N1C[C@H](C)[C@@H](CN(C)CC2CCCC2)Oc2ncc(C#Cc3cccc(F)c3)cc2C1=O
 : -0.2	-6	15	1	-1.6	0	0.0	-6
41: CCN(Cc1ccccc1)C(=O)CN1C(=S)NC(C)(C)CC1C (centres undefined)
 : x	x	-2	x	-0.9	-3	0.0	66*
42: COc1ccccc1NC(=O)N1C[C@@H](C)[C@H](OC)CN(C)C(=O)c2ccc(NC(=O)c3cc(C)on3)cc2OC[C@H]1C
 : -0.1	2	-6	-14	1.0	-5	-0.3	16
43: C[C@H]1CN([C@@H](C)CO)C(=O)c2cc(NS(C)(=O)=O)ccc2O[C@@H]1CN(C)S(=O)(=O)c1ccccc1
 : 0.1	x	x	22	3.3	x	0.0	x
44: COc1ccccc1-c1csc2ncnc(Sc3nnnn3C)c12
 : -0.2	1	-7	21	-6.1	-1	-0.1	0
45: O=C(CCc1ccccc1F)N1CCN(c2ccccc2)CC1
 : -0.2	0	-17	-9	-1.5	-2	0.2	-3
46: COc1cc(O)c2c(=O)cc(-c3ccccc3)oc2c1
 : x	-5	-3	10	-2.0	-1	x	4
47: Cc1c(CC(=O)N2C[C@H]3C[C@@H](C2)c2cccc(=O)n2C3)c(=O)oc2cc3occ(C(C)(C)C)c3cc12
 : x	-8	3	6	3.9	2	x	2
48: Cc1cc(C)cc(NC(=O)Nc2ccc3c(c2)CCC3)c1
 : -1.2	3	-1	2	-5.2	0	0.1	-5
49: CO[C@H]1CN(C)C(=O)c2ccc(NC(C)=O)cc2OC[C@H](C)N(S(=O)(=O)c2cn(C)cn2)C[C@H]1C
 : 1.7	5	2	3	-1.2	-1	1.0	3
50: COc1ccc(N2CCN(C(CNC(=O)C(=O)NC3CC3)c3ccco3)CC2)cc1 (centres undefined)
 : -0.7	-4	-5	-4	0.3	-2	0.1	2
51: CCOC(=O)[C@@H]1[C@H]2COc3ccc(Br)cc3[C@@H]2N2C(=O)N(c3ccc(F)cc3)C(=O)[C@]12C
 : x	5	-10	-1	1.4	0	0.0	-12
52: COc1ccc(S(=O)(=O)N(C)C[C@H]2Oc3c(NS(=O)(=O)c4ccc(C)cc4)cccc3C(=O)N([C@H](C)CO)C[C@@H]2C)cc1
 : 0.0	x	x	1	-1.7	1	-1.0	x
53: C[C@]12C(=O)N(c3ccc(Br)cc3)C(=O)N1[C@H]1c3ccccc3OC[C@@H]1[C@H]2c1ccccc1
 : 0.1	16	1	x	2.9	3	-0.1	16
54: CC1CCN(S(=O)(=O)N2CCCC(C(=O)NCc3ccc(F)cc3)C2)CC1 (centres undefined)
 : x	12	5	0	-1.0	-2	0.1	u
55: CCC(=O)N1CCC1(C)C(=O)Nc1cccc(Oc2ccccc2)c1 (centres undefined)
 : 0.0	4	-5	x	0.6	-4	0.2	0
56: Nc1ccc(CCn2ccnc2)cc1
 : -0.4	4	51*	8	-2.4	-111	0.0	-1
57: CN(C)S(=O)(=O)c1ccc(C(=O)NCC(=O)N/N=C/c2cccs2)cc1
 : -2.8	-3	1	7	0.7	1	-0.1	x
